Source: PubChem BioAssay
Shn3 inh set2 = inhibitors of Schnurri-3 3'UTR reporter in osteoblasts | Clone20 osteoblast Shn3 3'UTR firefly luciferase, 24 h | inhibition, % at 12.5 µM | 360,000 compounds, 0.52% hits;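 active = mean inhibition of at least 75% with every replicate also reaching 75%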;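 also: 0% = median of neutral control wells and 100% = pilot-screen positive control compound; some compounds past the cut are filed as inactive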
CF NFkB inh = cystic fibrosis NF-kB activation inhibition; KKLEB NF-kB-GFP reporter, PAF-induced, GFP fluorescence overnight; inhibition, % at 5 µM; 360,000 compounds, 0.86% hits; AID 588850;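 active = at least 50% inhibition at 5 µM, scaled per plate between neutral and stimulator controls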;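 also: PAF is a Pseudomonas aeruginosa culture filtrate used as stimulus; plate controls were PAF-stimulated DMSO wells for no effect and unstimulated DMSO wells for full effect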
TWEAK-Fn14 inh = blocks TWEAK-Fn14 interaction in a reporter cell assay; 360,000 compounds, 2% hits; TWEAK-stimulated Fn14 reporter cells, luciferase luminescence, 8 h; inhibition, % at 10 µM; in the data active = inhibition above about 50%
Peg3 prom inh = inhibitors of Peg3 promoter | HeLa PEG-Prom luciferase reporter, luminescence, overnight | inhibition, % at 20 µM | 360,000 compounds, 1.7% hits;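 active = inhibition of at least 50% at 20 µM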
NR2E3 ag-1 = agonists of human nuclear receptor NR2E3 | Q9Y5X4 | AID 2300 | 320,000 compounds, 0.12% hits | inhibition of corepressor binding, % at 4.78 µM | GST-NR2E3/biotin-RetCOR TR-FRET, 1536-well;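 active = percent inhibition above the cutoff of mean plus 3 SD of all tested compounds, set per screening campaign, cut at about 20% in these data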;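 also: 0% = DMSO wells and 100% = biotin wells as full block of FRET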
Target sequence (Q9Y5X4 whole entry, looked up): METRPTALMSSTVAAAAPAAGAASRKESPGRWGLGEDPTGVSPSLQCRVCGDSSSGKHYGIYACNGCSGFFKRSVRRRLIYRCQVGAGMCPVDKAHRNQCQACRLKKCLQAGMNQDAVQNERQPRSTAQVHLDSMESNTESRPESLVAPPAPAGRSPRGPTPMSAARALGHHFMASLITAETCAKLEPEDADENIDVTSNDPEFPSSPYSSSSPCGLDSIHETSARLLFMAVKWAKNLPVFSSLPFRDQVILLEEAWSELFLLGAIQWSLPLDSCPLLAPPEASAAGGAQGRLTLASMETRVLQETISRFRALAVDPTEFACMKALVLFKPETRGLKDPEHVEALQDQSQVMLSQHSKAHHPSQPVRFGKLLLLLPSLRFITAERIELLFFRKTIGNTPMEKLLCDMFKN
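Test system – NR2E3–RetCOR corepressor complex · Quantity – NR2E3 fusion 1.35 nM · Buffer or medium – Tris pH 7.5 · Incubation – Compound–protein incubation for 5 h at 4 °C · Technique – TR-FRET, Eu(K)-anti-GST donor, streptavidin-D2 acceptor, ex 340, em 617/671 nm · Evaluation – percent inhibition of 671/617 nm emission ratio versus biotin and DMSO controls · Plate – 1536-well format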
hiPSC survival = increases survival of single human iPS cells | hiPSC single-cell survival, ATPlite luminescence; 100% = ROCK inhibitor wells, 0% = DMSO | survival enhancement, % at 20 µM | 360,000 compounds, 0.044% hits; in the data active = survival enhancement above about 18%;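 also: cells exposed to compounds for 16 hours before the ATP read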
KKLEB tox = CF airway cell cytotoxicity counter-screen; activity change (cytotoxicity), % at 5 µM; AID 602141; 360,000 compounds, 0.36% hits; KKLEB CF airway cells viability, ATPlite luminescence, overnight; active compounds read low; cells stimulated with P. aeruginosa culture filtrate;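 active = corrected activity change at or below -50% at 5 µM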
NR2E3 ag-2 = agonists of human NR2E3 nuclear receptor | inhibition of corepressor binding, % at 3.98 µM | 360,000 compounds, 0.35% hits | AID 602229 | CHO-S Gal4-NCOR/VP16-NR2E3 two-hybrid, luciferase;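 active = inhibition above the mean of all tested compounds plus 3 SD, cut at about 70% in these data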;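 also: 0% = DMSO with NR2E3 transfected cells and 100% = cells lacking NR2E3 construct; higher means lower luciferase signal from less NR2E3 corepressor binding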
aDG glyco up = increases alpha dystroglycan glycosylation. 360,000 compounds, 0.22% hits. Pro5-aDG cells, alpha-DG glycosylation AlphaScreen (IIH6); 0% Pro5, 100% B10-LARGE cell signal. activation, % at 10 µM;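 active = activation of at least 8% versus controls, or a plate z-score of at least 8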;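 also: Pro5 are CHO cells carrying HIG-tagged alpha-DG that lacks glycosylation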
HIF-2a inh = inhibitors of HIF-2a. 786-0 RCC cells HIF-2a reporter, luciferase luminescence, overnight. inhibition, % at 18.8 µM. 360,000 compounds, 0.72% hits. AID 624352;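 active = inhibition of the luminescence signal of 40% or more relative to plate controls, in a single-dose primary screen at 18.75 µM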
TRPM1 prom inh = reduces MITF-dependent TRPM1 promoter luciferase signal; SK-MEL-5 TRPM1 promoter luciferase, 24 h; inhibition, % at 12.5 µM; 330,000 compounds, 0.83% hits;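 active = mean inhibition across replicates of 60% or more, whatever share of single replicates reaches that level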; also: values of inactives mirror those of a sister screen read the other way
* marks the source's active call; other numbers are inactive results; . = no result given. This is a random part of the collection; 4.4% or so of the library scored in one or more.

Start of the listing, in advance:
Abbreviations: A = Shn3 inh set2; B = CF NFkB inh; C = TWEAK-Fn14 inh; D = Peg3 prom inh; E = NR2E3 ag-1; F = hiPSC survival; G = KKLEB tox; H = NR2E3 ag-2; I = aDG glyco up; J = HIF-2a inh; K = TRPM1 prom inh
SMILES: CC1CCC(C(=O)NC(C(=O)NCCN2CCC(C)CC2)C(C)C)CC1 (centres undefined)
  A: -3; B: 4; C: 6; D: -2; E: .; F: -0.1; G: -9; H: 8; I: 0.2; J: 15; K: 13

SMILES: CC(C)(C)NS(=O)(=O)c1ccc(NC(=O)C2CCCO2)cc1 (centres undefined)
  A: 22; B: 4; C: 9; D: 13; E: 1; F: -0.3; G: -8; H: -48; I: -0.1; J: 16; K: 16

SMILES: O=C(C1CCCO1)N1CCc2ccccc21 (centres undefined)
  A: -19; B: -9; C: 8; D: 0; E: 1; F: 10; G: 11; H: -14; I: -0.3; J: -1; K: 14

SMILES: COc1cc(S(=O)(=O)Nc2c(C)nn(C)c2C)ccc1NC(C)=O
  A: 9; B: -14; C: 9; D: -6; E: -2; F: -0.4; G: 14; H: 20; I: -0.2; J: 10; K: 3

SMILES: COc1ccc(O)c(/C=C2/SC(=S)N(Cc3ccccc3)C2=O)c1
  A: 28; B: 13; C: 16; D: 47; E: 3; F: -0.6; G: -10; H: -16; I: 0.2; J: -1; K: 1

The listing, from the start:
Abbreviations: A = Shn3 inh set2; B = CF NFkB inh; C = TWEAK-Fn14 inh; D = Peg3 prom inh; E = NR2E3 ag-1; F = hiPSC survival; G = KKLEB tox; H = NR2E3 ag-2; I = aDG glyco up; J = HIF-2a inh; K = TRPM1 prom inh
SMILES: CC1CCC(C(=O)NC(C(=O)NCCN2CCC(C)CC2)C(C)C)CC1 (centres undefined)
  A: -3; B: 4; C: 6; D: -2; E: .; F: -0.1; G: -9; H: 8; I: 0.2; J: 15; K: 13

SMILES: CC(C)(C)NS(=O)(=O)c1ccc(NC(=O)C2CCCO2)cc1 (centres undefined)
  A: 22; B: 4; C: 9; D: 13; E: 1; F: -0.3; G: -8; H: -48; I: -0.1; J: 16; K: 16

SMILES: O=C(C1CCCO1)N1CCc2ccccc21 (centres undefined)
  A: -19; B: -9; C: 8; D: 0; E: 1; F: 10; G: 11; H: -14; I: -0.3; J: -1; K: 14

SMILES: COc1cc(S(=O)(=O)Nc2c(C)nn(C)c2C)ccc1NC(C)=O
  A: 9; B: -14; C: 9; D: -6; E: -2; F: -0.4; G: 14; H: 20; I: -0.2; J: 10; K: 3

SMILES: COc1ccc(O)c(/C=C2/SC(=S)N(Cc3ccccc3)C2=O)c1
  A: 28; B: 13; C: 16; D: 47; E: 3; F: -0.6; G: -10; H: -16; I: 0.2; J: -1; K: 1

SMILES: COc1cc(CN2CCN(CC3CC3)CC2CCO)cc(OC)c1 (centres undefined)
  A: -9; B: -2; C: -3; D: 18; E: -4; F: 1.3; G: 5; H: -8; I: 0.0; J: 6; K: 10

SMILES: CN(C)c1ccc(NC(=O)Nc2nc(C(N)C3CCCCC3)cs2)cc1 (centres undefined)
  A: -2; B: 18; C: -16; D: 38; E: .; F: -4.7; G: -16; H: -6; I: 1.4; J: 14; K: .

SMILES: COc1ccc(CC(=O)Nc2nc(-c3ccncc3)cs2)cc1
  A: 24; B: 4; C: 8; D: -5; E: 19; F: 0.3; G: 4; H: 3; I: -0.1; J: -1; K: -1

SMILES: CCN1C(=O)N[C@@H](c2cccc(F)c2)C(C(C)=O)=C1C
  A: 7; B: 7; C: 13; D: -6; E: 7; F: -2.4; G: 0; H: 27; I: -0.2; J: 18; K: 2

SMILES: CCOC(=O)N1CCN(C(=O)CN(Cc2ccccc2)S(=O)(=O)c2ccc(OC)c(C)c2)CC1
  A: 7; B: -13; C: 5; D: 12; E: 5; F: 0.2; G: 11; H: -25; I: -0.2; J: 10; K: -5

SMILES: Cc1cc(C)n2nc(SCC#N)nc2n1
  A: 4; B: 12; C: 0; D: 1; E: 1; F: 0.5; G: -13; H: -3; I: 0.1; J: 5; K: -1

SMILES: COc1cccc(CNC(=O)c2ccc(S(=O)(=O)N3CCCC3)cc2)c1
  A: -3; B: 3; C: 4; D: 10; E: 1; F: 2.2; G: 6; H: -26; I: -0.1; J: 9; K: -8

SMILES: COc1cc(-n2c(C)nc3ncn(-c4ccccc4)c3c2=O)cc(OC)c1OC
  A: 4; B: -25; C: 4; D: -6; E: .; F: -0.5; G: 17; H: 29; I: -0.2; J: 0; K: .

SMILES: COc1ccc(CCNC(=O)Cn2c(=O)n(-c3cc(F)ccc3F)c(=O)c3sccc32)cc1OC
  A: -17; B: 14; C: 10; D: 14; E: -2; F: 0.1; G: -8; H: -21; I: 0.3; J: -3; K: 15

SMILES: CCN(CC(=O)Nc1c(F)cccc1F)C(=O)CN(C)S(=O)(=O)c1ccc(F)cc1
  A: 1; B: -29; C: 3; D: 6; E: -2; F: -0.5; G: 8; H: -15; I: 0.8; J: 10; K: -4

SMILES: CCCn1nnc(NC(=O)c2ccc(OC)cc2)n1
  A: -57; B: -11; C: -4; D: -153; E: -1; F: -1.1; G: 14; H: -72; I: 0.2; J: -162; K: -39

SMILES: CCCCCCC(=O)NC(Nc1ccc(S(N)(=O)=O)cc1)C(Cl)(Cl)Cl (centres undefined)
  A: 8; B: -4; C: 12; D: 26; E: 1; F: 1.0; G: 12; H: 13; I: 0.0; J: 5; K: -14

SMILES: CC1CC2(CC(C)(C(=O)CSc3n[nH]c(-c4ccccc4Cl)n3)OC2=O)C(=O)O1 (centres undefined)
  A: 0; B: -6; C: -2; D: 0; E: 3; F: 2.8; G: -1; H: -11; I: 0.2; J: -1; K: 10

SMILES: Cc1ccccc1N(CC(=O)N1CCN(c2ccccc2)CC1)S(C)(=O)=O
  A: 23; B: 7; C: 7; D: 1; E: -1; F: -0.9; G: 2; H: -3; I: -0.2; J: 14; K: -6

SMILES: O=C1CCC([N+](=O)[O-])C(c2ccccc2F)N1 (centres undefined)
  A: 8; B: -7; C: -9; D: 8; E: 0; F: -0.5; G: 12; H: -26; I: -0.1; J: 7; K: .

SMILES: O=C1CCN(CCCc2ccccc2)CCN1[C@H](CO)Cc1ccccc1
  A: 1; B: -30; C: 2; D: 2; E: 1; F: 0.0; G: 18; H: 4; I: -0.3; J: 12; K: -15

SMILES: COCCNC(=O)CS(=O)Cc1nc(-c2ccc(Cl)cc2)oc1C (centres undefined)
  A: -25; B: 0; C: -3; D: -5; E: 5; F: -0.7; G: -4; H: 4; I: -0.4; J: 9; K: 18

SMILES: Cc1cccc2sc(NNC(=O)c3ccc(S(=O)(=O)N4CCc5ccccc5C4)cc3)nc12
  A: 72; B: -30; C: 44; D: 61*; E: -4; F: -2.9; G: 2; H: -12; I: -0.1; J: 30; K: 52

SMILES: O=S(=O)(c1ccccc1)n1ccc2ccccc21
  A: 5; B: -6; C: 22; D: 32; E: 0; F: -2.6; G: -3; H: -3; I: -0.3; J: 19; K: 25

SMILES: Cc1ccc(-n2c(C)cc(C(=O)COC(=O)c3ccc[nH]c3=O)c2C)cc1C
  A: 27; B: 3; C: 11; D: -221; E: -1; F: -2.8; G: 0; H: -94; I: 0.3; J: 7; K: -1

Continued; the last 2 above are carried over.
Each structure is followed by: Shn3 inh set2 | CF NFkB inh | TWEAK-Fn14 inh | Peg3 prom inh | NR2E3 ag-1 | hiPSC survival | KKLEB tox | NR2E3 ag-2 | aDG glyco up | HIF-2a inh | TRPM1 prom inh
O=S(=O)(c1ccccc1)n1ccc2ccccc21
    5 | -6 | 22 | 32 | 0 | -2.6 | -3 | -3 | -0.3 | 19 | 25
Cc1ccc(-n2c(C)cc(C(=O)COC(=O)c3ccc[nH]c3=O)c2C)cc1C
    27 | 3 | 11 | -221 | -1 | -2.8 | 0 | -94 | 0.3 | 7 | -1
CCn1ncc(/C=N/NC(=O)c2cc(Cl)ccc2OC)c1C
    -25 | 6 | 3 | -4 | 1 | -0.5 | -1 | -21 | 0.0 | 13 | -15
COc1ccc(C2C(C#N)=C(N)OC3=C2C(=O)CC(C)(C)C3)cc1Cn1cc([N+](=O)[O-])cn1 (centres undefined)
    7 | 20 | 13 | 12 | 0 | 8.5 | -19 | 31 | 0.3 | 17 | 8
CCOC(=O)COc1ccc(S(=O)(=O)NCCC2=CCCCC2)cc1
    -4 | 10 | 12 | 11 | 4 | -2.2 | 0 | -13 | 0.0 | 54* | -7
N#Cc1ccc(CNc2cnccn2)cc1
    -9 | 2 | 5 | -4 | 1 | 6.1 | 2 | -5 | 0.0 | 18 | 4
O=C1NN=C(c2ccc(Br)cc2)CC1c1ccc(Cl)cc1 (centres undefined)
    -17 | 5 | 17 | 14 | 1 | -0.3 | 5 | -20 | -0.1 | -12 | -9
S=C(NCCCCN(Cc1ccc(Cl)cc1)c1ccc(Br)cn1)NCCCc1cnc[nH]1
    83 | 14 | -20 | 96* | . | -2.8 | -16 | 11 | 0.3 | -14 | .
CCCc1cc(=O)oc2cc(OC(C)C(=O)NCC3CCC(C(=O)O)CC3)c(Cl)cc12 (centres undefined)
    16 | 7 | 11 | 7 | 1 | -2.3 | -2 | -29 | 0.1 | 4 | -4
Cc1cc(NC(=O)CCCN2C(=O)/C(=C\c3cccs3)SC2=S)no1
    12 | 38 | -25 | 17 | -1 | -1.7 | -43 | -7 | -0.1 | 13 | 1
Cc1nc2c3cc(F)ccc3n(Cc3ccccc3F)c2s1
    -2 | -5 | -28 | 10 | 0 | 6.2 | -16 | -57 | -0.4 | -19 | 12
CCOC(=O)N1CCN(CC(O)COc2ccccc2[N+](=O)[O-])CC1 (centres undefined)
    0 | 12 | -2 | -28 | 0 | -0.5 | -2 | 7 | 0.2 | -27 | -22
Cc1nn(CC(=O)c2ccccc2)c(=O)c2nn(-c3ccccc3F)c(C)c12
    12 | 18 | -1 | 20 | 1 | -1.0 | -2 | 16 | 0.1 | 11 | -14
N#CCCn1cc(C(=O)N2CCCCC2)c(-c2cccc([N+](=O)[O-])c2)n1
    -28 | -1 | 1 | 6 | 1 | -0.3 | -8 | -22 | 0.2 | 15 | 7
Cc1sc2nc(SCC(=O)Nc3ccc(S(=O)(=O)NCCCC(=O)O)cc3)[nH]c(=O)c2c1C
    -11 | -2 | -1 | -4 | 2 | -2.4 | 17 | 11 | 0.0 | 7 | 6
O=C(NCc1ccco1)C(Cc1ccccc1)NS(=O)(=O)c1cccc2nsnc12 (centres undefined)
    23 | 6 | -6 | 4 | 1 | 5.0 | -1 | 10 | 0.0 | 18 | 4
CC(=O)Nc1ccc(C=NNc2ccc(S(=O)(=O)Nc3ccccc3C(=O)O)cc2[N+](=O)[O-])cc1
    11 | -1 | -9 | -4 | . | -0.4 | 9 | -23 | -0.1 | 2 | 0
